Hsp70 inhibitors: Hsp70 inhibitors, probe displacement, primary screen, biochemical, fluorescence polarization (AID 583) | Hsp70 fluorescence polarization probe displacement, mP; higher % means a stronger effect | displacement, % at 20 µM; hits with a dose series show IC50 in µM | 0.06% of 140,000 active; in the data active = displacement above about 50%;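 note: plate controls were vehicle for no effect and reference ligand for full effect; a part of the inactive calls stands beside numbers as strong as those of hits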
MKP-3 inhibition: inhibition of rat DUSP6 enzyme activity – biochemical, in vitro, primary screen (AID 425) | 0.17% of 110,000 active | recombinant MKP-3 phosphatase activity, fluorescence; higher % means a stronger effect | inhibition, % at 20 µM; hits with a dose series show IC50 in µM; in the data active = inhibition above about 50%;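 note: plate controls were vehicle for no effect and reference inhibitor for full effect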
Active calls of the source: *; . = no result given; & = joins results of further samples.

molecule	Hsp70 inhibitors	MKP-3 inhibition
O=[N+]([O-])c1ccc(N=Cc2cc(I)cc(I)c2O)c(O)c1	9.2%	13.6%
CCCC1=NCCn2cccc21	-1.3%	.
CCCCNC(=O)c1cc2n(n1)C(C(F)(F)F)CC(c1ccc(Cl)c(Cl)c1)N2 (stereo not drawn)	-0.6%	-3.6%
O=C(O)CCn1[nH]c(=O)ccc1=O	2.4%	-4.9%
CCN1CCN(c2nc3c(c(=O)n(C)c(=O)n3C)n2CCSc2nccc(C)n2)CC1	-1.7%	-8.7%
Cc1ccc(C(=O)NCc2ccco2)cc1S(=O)(=O)N1CCOCC1	-3.7%	.
Nc1nc(SCc2ccc3c(c2)OCO3)n[nH]1	1.0%	-8.2%
Cc1ccc(Nc2nc3nonc3[nH]c2=O)cc1	6.5%	-6.5%
O=C(O)CC(Cc1ccc(Br)cc1)C(=O)Nc1ccccc1 (stereo not drawn)	-0.5%	-5.0%
Cc1c(NC(=O)CSc2nc3ccccc3s2)c(=O)n(-c2ccccc2)n1C	-0.9%	.
O=C(CSc1nnc(CNc2ccccc2)o1)c1ccc2c(c1)OCCO2	2.6%	-0.9%
CC1CCCCC1NC(=O)c1ccc2c(c1)[nH]c(=O)n2C1CCCC1 (stereo not drawn)	0.9%	-0.4%
CCOc1ccc(C2c3c(oc4ccccc4c3=O)C(=O)N2c2ccccn2)cc1OC (stereo not drawn)	3.8%	1.0%
O=S(=O)(NCCOc1ccccc1F)c1ccccc1	3.0%	5.4%
CCOC(=O)CSc1nnc(C)n1N	-2.5%	-7.7%

Next section.
molecule	Hsp70 inhibitors	MKP-3 inhibition
C/C(=N\NC(=O)c1ccccc1[N+](=O)[O-])c1c(O)cc(C)oc1=O	-1.8%	2.7%
CCCn1c(SCC(=O)N2CCCc3ccccc32)nnc1-c1ccccn1	-0.8%	-6.2%
Cc1ccc(NC(=O)CSc2nnc(-c3ccccc3C)o2)cc1C	4.3%	-1.9%
COc1ccc(CNc2oc(COc3ccccc3Cl)nc2C#N)cc1	-4.1%	-11.3%
Cc1ccccc1C(NC(N)=O)c1ccccc1 (stereo not drawn)	-3.6%	-1.9%
O=C(O)c1cccc(COc2ccc(CO)cc2Cl)c1	3.4%	-0.6%
CCOC(=O)c1c(NC(=O)c2cc(Cl)ccc2[N+](=O)[O-])sc2c1CCCC2	-3.5%	3.8%
CCOC(=O)CSc1nc(N)c(C#N)c(CC(C)C)c1C#N	-3.6%	-11.4%
Cc1cc(=O)oc2c(CN3CCC(C)CC3)c(O)c(Cl)cc12	32.8%	-2.4%
CCCCn1nnc(NC(=O)c2ccc(-c3cccc(Cl)c3)o2)n1	9.7%	.
CCN(CCCNS(=O)(=O)c1ccc2c(c1)oc(=O)n2C)c1cccc(C)c1	1.8%	1.1%
CC(C)c1cc(C(=O)O)n(-c2ccccc2)n1	-0.9%	.
Cc1cc(C(F)(F)F)c(C#N)c(N2CCOCC2)n1	-2.7%	.
Cc1ccc(S(=O)(=O)NC(=O)NCc2ccc3c(c2)OCO3)cc1	-3.7%	-1.3%
O=C(COc1ccccc1)N(Cc1ccco1)c1ccc(O)cc1	22.0%	-9.5%

(cont.)
molecule	Hsp70 inhibitors	MKP-3 inhibition
CC(NS(=O)(=O)c1ccc(F)cc1)c1ccccc1 (stereo not drawn)	0.4%	-2.3%
CCOc1ccc(C(=O)Nc2cccc3nsnc23)cc1	0.6%	-0.4%
O=c1c[n+]([O-])c2ccccc2n1OCc1c(F)cccc1F	1.1%	-5.0%
CCCCOC(=O)c1ccc(NC(=O)c2cccc(OC)c2)cc1	-1.0%	4.4%
Cc1cccc(NC(=O)c2c(C)nc3ccccn23)c1	2.9%	.
Cc1[nH]n(-c2ccccc2)c(=O)c1C(c1ccc(C(F)(F)F)cc1)c1c(C)[nH]n(-c2ccccc2)c1=O	-1.3%	6.9%
O=c1c2ccccc2nc(-c2ccco2)n1-c1nc2ccccc2s1	-2.7%	.
O=C(Nc1ccccc1C(F)(F)F)N1CCCCCC1	-3.6%	-16.0%
CCOc1cccc(-c2nnc(N)s2)c1	0.7%	-2.4%
CC(NC(=O)Nc1ccccc1)c1ccccc1 (stereo not drawn)	.	-2.3%
Cc1cc(Oc2ccccc2)nc(SCC(=O)Nc2ccc(Cl)c(Cl)c2)n1	-6.3%	.
Cc1ccc(S(=O)(=O)CC(=O)N2CCCCCC2)cc1	-1.5%	-7.4%
O=C(Nc1ccncc1)C1c2ccccc2Oc2ccccc21	-2.2%	-1.8%
CCOC(=O)c1c(C)oc2c(Br)cc(NS(=O)(=O)c3ccccc3)cc12	3.8%	-2.4%
O=S1(=O)N=C(N2CCN(Cc3ccccc3)CC2)c2ccccc21	-2.5%&-3.6%	-19.3%&1.6%

Following part:
molecule	Hsp70 inhibitors	MKP-3 inhibition
CCOC(=O)CSC1=C(C#N)C(=O)NC(c2ccc(OC)cc2)S1 (stereo not drawn)	4.6%	.
COc1ccc(Nc2nc(N)nc(CN3CCC(Cc4ccccc4)CC3)n2)cc1	-6.1%	4.3%
CCc1nn(C(C)C(=O)NCCN2CCN(c3cccc(C)c3C)CC2)c(=O)c2cc3occc3n12 (stereo not drawn)	1.1%	8.8%
COc1ccc(N2CCN(CCCNC(=O)Nc3ccccc3)CC2)cc1	-0.1%	.
CCCCSc1nnc(-c2ccc(OC)cc2)n1C	-2.9%	.
CC1CN(S(=O)(=O)c2cccc(C(=O)NCc3ccc4c(c3)OCO4)c2)CC(C)O1 (stereo not drawn)	8.1%	10.2%
CC(C)CC(=O)N1CCN(Cc2ccc3ccccc3c2)CC1	0.0%	1.3%
Cc1ccc(CCC(=O)Nc2ccc(S(N)(=O)=O)cc2)o1	0.0%	-3.8%
CCn1c2ccccc2c2cc(NC(=O)CSc3nnc(C4CC4)n3Cc3ccco3)ccc21	1.0%	9.6%
Nc1nonc1C(=O)NC(c1ccccc1)c1ccccc1	-1.7%	-8.7%
COc1ccc(-c2nnc3ccc(SCC(=O)N4CCOCC4)nn23)cc1	-3.3%	4.1%
COc1cc2cc(CN(CCCO)S(=O)(=O)c3ccccc3)c(=O)[nH]c2cc1OC	2.4%	9.7%
CC1(C)CC(=O)C2=C(C1)Nc1ccccc1N(C(=O)Cc1ccccc1)C2c1cccc(F)c1 (stereo not drawn)	1.7%	1.5%
COC(=O)c1cc(C(=O)Nc2cc(OC)ccc2OC)cc([N+](=O)[O-])c1	1.8%	-0.5%
O=C(Nc1ccncc1)C1COc2ccccc2O1 (stereo not drawn)	1.9%	-0.3%

Looked up by compound from the entries so far, 7 records:
molecule	Hsp70 inhibitors	MKP-3 inhibition
Nc1nonc1C(=O)NC(c1ccccc1)c1ccccc1	-1.7%	-8.7%
O=C(Nc1ccncc1)C1COc2ccccc2O1 (stereo not drawn)	1.9%	-0.3%
COc1ccc(Nc2nc(N)nc(CN3CCC(Cc4ccccc4)CC3)n2)cc1	-6.1%	4.3%
COc1ccc(N2CCN(CCCNC(=O)Nc3ccccc3)CC2)cc1	-0.1%	.
COc1ccc(-c2nnc3ccc(SCC(=O)N4CCOCC4)nn23)cc1	-3.3%	4.1%
CCn1c2ccccc2c2cc(NC(=O)CSc3nnc(C4CC4)n3Cc3ccco3)ccc21	1.0%	9.6%
Cc1ccc(CCC(=O)Nc2ccc(S(N)(=O)=O)cc2)o1	0.0%	-3.8%

New compounds follow.
molecule	Hsp70 inhibitors	MKP-3 inhibition
O=C(CN(c1ccccc1)S(=O)(=O)c1ccc(Cl)cc1)Nc1ccccc1C(=O)N1CCCC1	0.7%	.
COc1ccc(S(=O)(=O)Cc2ccc(C(=O)N3CCN(c4ccc(Cl)cc4)CC3)o2)cc1	-5.7%	-5.6%
CCOC(=O)CNC(=O)C1(c2ccccc2)CCCC1	2.1%	1.1%
CN(C)c1nc(Oc2ccc(N)cc2)nc(N(C)C)n1	-2.1%	-15.0%
COc1ccc(NC2=NCC(=O)N2c2ccccc2F)c(OC)c1	7.4%	-12.9%
Cn1c(SCC(=O)N2CCc3ccccc3C2)nnc1-c1cccs1	10.2%	-2.9%
CCn1nc(C(=O)OCC(=O)c2ccc3c(c2)OCCO3)c2ccccc2c1=O	-2.6%	-6.1%
CCCC(=O)Nc1ccc2oc(-c3ccncc3)nc2c1	-0.2%	-8.7%
COc1ccc(OCC(=O)N2CCOCC2)cc1	2.3%	-16.2%
Cc1ccc(SCCC(=O)N2CCC(C)CC2)cc1	1.1%	.
CCN(CC)CCCNC(=O)CC1Sc2ccccc2NC1=O (stereo not drawn)	1.4%	6.4%
COc1ccc(Br)cc1CNCCSc1nnnn1C	-9.4%	-0.7%
N=c1c2c(n(Cc3ccccc3)c3c1CCC3)CCC2	3.2%	-15.7%
CCOC(=O)c1c(CN(C)C)oc2cc(CN(C)C)c(O)c(CSc3ccccc3)c12	-1.6%	-3.0%
CC(C)C1C(C#N)=C(N)SC(N)=C1C#N	-1.7%	-7.1%

Next part.
molecule	Hsp70 inhibitors	MKP-3 inhibition
Cc1ccc(-c2nnc(SCC(=O)N3c4ccccc4NC(=O)C3(C)C)n2N)cc1	-7.8%	-13.4%
C/C(Nc1cccc(C)n1)=C(\C#N)C(N)=O	3.9%	3.4%
NC(=O)c1oc2ccccc2c1NC(=O)CCc1ccccc1	0.6%	-7.8%
Nc1ccc(-n2nncc2-c2ccccc2)cc1	1.7%	.
CCc1ccc(NC(=O)c2nn3c(c2Br)NC(c2ccccc2)CC3C(F)(F)F)cc1 (stereo not drawn)	1.9%	6.3%
Cc1ccc(-c2[nH]n3c(=O)cc(-c4ccccc4)nc3c2C)cc1	1.8%	-1.3%
COc1ccc(-c2csc(N3C(=O)c4ccc(OC)c(OC)c4C3=O)n2)cc1	3.3%	-0.4%
O=C(c1ccc(I)cc1)N1CCN(c2ccccn2)CC1	-4.4%	3.0%
Clc1ccc(N2CCN(N=Cc3cccc(Cl)c3)CC2)cc1	-3.3%	-0.2%
Cc1cc(NC(=O)c2cccc([N+](=O)[O-])c2C)ccc1Br	2.9%	-1.1%
CCOc1ccc(C2CC(=O)c3c([nH]c(C(=O)OC)c3C)C2)cc1OC (stereo not drawn)	.	-4.5%
Cc1cc(SCC(=O)NC(=O)NCc2ccco2)nc2ccccc12	4.7%	0.1%
Oc1c(CN2CCCCC2)cc(Br)c2cccnc12	9.4%	-0.4%
Cc1cc(C(F)F)n2ncc(C(=O)NC3CCCCCC3)c2n1	1.7%	-5.3%
C=CCN1C(=O)/C(=C\c2ccc(OC)c3ccccc23)C(=O)NC1=S	1.2%	3.8%

Next part
molecule	Hsp70 inhibitors	MKP-3 inhibition
CCOc1ccc(NS(=O)(=O)N(C)C)cc1	0.4%	-8.6%
COc1ccc(NC(=O)Cn2nnc(C(=O)NCc3cccc(OC)c3)c2N)cc1	2.7%	5.0%
COCCNC(=O)CCc1nc(-c2ccccc2)no1	-0.6%	10.6%
COc1ccc(OC)c(C2CC(=O)Nc3cc(OC)c(OC)c(OC)c32)c1 (stereo not drawn)	.	-7.2%
COC(=O)CNc1c(-c2ccccn2)nc2ccc(Br)cn12	23.3%	5.4%
COc1ccc(Br)c(C=Nc2cccc3nsnc23)c1O	3.3%	14.8%
CC(Sc1nnc(COc2ccc3ccccc3c2)n1C)C(=O)O (stereo not drawn)	-0.7%	-14.1%
CCCN(Cc1cc2ccc(C)cc2[nH]c1=O)S(=O)(=O)c1ccccc1	6.5%	.
COC(=O)C(C(=O)NCC1CCCO1)C1CCCC1 (stereo not drawn)	-0.6%	.
Cc1c(C(=O)Nc2ccncc2)sc2nc(-c3ccc(F)cc3)cn12	2.5%	0.3%
COCCNS(=O)(=O)c1ccccc1[N+](=O)[O-]	-1.0%	-0.1%
CCC(C)N=Cc1c(NCc2ccco2)nc2c(C)cccn2c1=O (stereo not drawn)	-4.7%	.
COc1ccc(/C=C(\NC(=O)c2ccccc2)C(=O)NCC(C)C)cc1	-2.1%	1.9%
CCCn1c(=O)c(C(=O)Nc2nnc(C)s2)c(O)c2ccccc21	3.5%	-4.2%
CCc1ccc(-c2nc3cc(NC(=O)c4cccc(OC)c4)ccc3o2)cc1	-0.1%	5.7%

Further compounds:
molecule	Hsp70 inhibitors	MKP-3 inhibition
Cc1ccc(NC(=O)c2ccc(CN(c3ccccc3)S(C)(=O)=O)cc2)cc1Cl	-2.7%	-0.4%
O=C(Nc1c[nH]c(=O)[nH]c1=O)c1cccc(N2C(=O)c3ccc([N+](=O)[O-])cc3C2=O)c1	4.6%	-0.7%
CC(C)(C)OC(=O)N1CCC(C(=O)N[C@@H](Cc2ccccc2)C(=O)O)CC1	4.0%	.
O=C1CCCN1c1ccc(S(=O)(=O)Nc2ccc3c(c2)OCCO3)cc1	7.3%	.
CCOC(=O)c1cnn(-c2cc(C(C)(C)C)nc3c(-c4ccccc4)c(C)nn23)c1N	1.1%	.
N#C/C(=C\c1cccc(OCc2ccccc2)c1)C(N)=O	2.8%	-0.4%
COc1ccccc1C1NC(=O)NC(C)=C1C(=O)OC1CCCCCCC1 (stereo not drawn)	1.1%	0.3%
CC(C)OC(=O)c1c(-c2ccccc2)csc1NC(=O)C1C2CCC(C2)C1C(=O)O (stereo not drawn)	-1.2%	1.9%
C=CCn1c(SCC(=O)c2ccc(OC)cc2)nnc1C(C)NC(=O)c1cccs1 (stereo not drawn)	5.3%	5.6%
CCNC(=S)Nc1cccc(Cl)c1	-4.4%	-1.9%
Cc1ccc(N(CC(=O)O)S(C)(=O)=O)cc1C	-4.2%	3.0%
Cc1nn(-c2ccccc2)c2sc(C(=O)NC3CCCCC3)cc12	2.6%	-1.1%
CC(=O)COc1ccc2c(C)cc(=O)oc2c1C	-3.4%	3.1%

A portion of the library; the hit share may differ from the screen's.
